Screening data: PubChem, several laboratories
bIAP inh = bovine intestinal alkaline phosphatase inhibitors, primary screen, selectivity assay for TNAP inhibitor project, biochemical, bovine IAP, CDP-star luminescence | alkaline phosphatase, intestinal [Bos taurus] | purified bovine IAP, 30 min | inhibition, % at 20 µM | 190,000 tested, under 10 active | AID 1019, 2008;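 active means over 50% inhibition of intestinal alkaline phosphatase at 20 µM in the single-dose screen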
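System: purified bovine intestinal alkaline phosphatase (IAP) enzyme; Input: IAP diluted 1/65,000,000 in the well; Measured by: CDP-star luminescence signal; Compound dosing: 20 µM single dose; Incubation: 30 min reaction at room temperature.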
TNAP inh no acc = human TNAP enzyme inhibitors, primary screen, biochemical, luminescent, no phosphate acceptor, uHTS; Alkaline phosphatase, tissue-nonspecific isozyme (Homo sapiens), P05186; purified TNAP, CDP-star luminescence, 30 min; inhibition, % at 20 µM; hit rate 0.26% among 200,000; AID 1012, 2008;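 active means tissue-nonspecific alkaline phosphatase inhibition above about 50% at 20 µM in the single-dose screen, limit read from the data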;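 further: 0% = DMSO negative control and 100% = EDTA positive control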
Target sequence (P05186 whole entry, looked up): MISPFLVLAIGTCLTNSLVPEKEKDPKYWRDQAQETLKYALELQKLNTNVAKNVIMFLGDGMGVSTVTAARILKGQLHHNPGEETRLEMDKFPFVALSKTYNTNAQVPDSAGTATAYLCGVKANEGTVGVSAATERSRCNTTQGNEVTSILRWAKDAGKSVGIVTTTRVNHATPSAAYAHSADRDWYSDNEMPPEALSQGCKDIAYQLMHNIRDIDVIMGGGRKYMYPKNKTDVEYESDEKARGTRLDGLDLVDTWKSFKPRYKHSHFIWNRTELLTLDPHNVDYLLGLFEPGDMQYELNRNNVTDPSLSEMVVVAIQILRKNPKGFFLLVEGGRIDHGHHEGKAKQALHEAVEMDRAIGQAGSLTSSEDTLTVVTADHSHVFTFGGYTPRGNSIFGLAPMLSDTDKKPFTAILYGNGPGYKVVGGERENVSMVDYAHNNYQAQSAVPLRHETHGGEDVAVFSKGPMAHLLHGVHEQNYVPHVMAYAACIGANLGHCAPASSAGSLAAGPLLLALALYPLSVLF
Diaphorase inh = diaphorase inhibitors and chemical oxidizers, primary screen, counter-screen for diaphorase-coupled primary assays, biochemical, uHTS, resorufin fluorescence; diaphorase resazurin-to-resorufin fluorescence, NADH, 16 min; bacterial (C. kluyveri) enzyme, not human; inhibition, % at 20 µM; hit rate 0.69% among 190,000;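 active means primary screen inhibition at 20 µM above a set limit, cut at about 50% in these data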;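 further: plate controls were DMSO with full reaction for no effect and wells lacking NADH for full effect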
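Detection: fluorescence of resorufin formed from resazurin, Ex 544/Em 590 nm; test system: Clostridium kluyveri diaphorase enzyme; amount: 0.14 U/mL diaphorase, enzyme working solution; times: 16-min room-temperature incubation before reading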
TNAP act hiacc = TNAP activators at high phosphate acceptor level, primary screen, biochemical, luminescence, uHTS | Alkaline phosphatase, tissue-nonspecific isozyme (Homo sapiens), P05186 | purified TNAP, CDP-star luminescence, 1 M DEA, 30 min; stronger effect = higher value; 0 = EDTA background, 1 = DMSO-only activity | activation factor at 20 µM | 200,000 tested, under 10 active;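 active means activation factor at least 2 at 20 µM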
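Assay system: human TNAP; Input: enzyme diluted 1/800 final; Reagent: CDP-star luminogenic substrate at 100 µM final; Timing: 30 min, room temperature; Signal: luminescence; Evaluation: TNAP activation factor scaled between EDTA and DMSO control wells.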
Diaph act CS = compounds boosting diaphorase resazurin reduction – biochemical, uHTS, resorufin fluorescence, counter-screen for diaphorase-coupled primary assays, primary screen. Diaphorase/resazurin coupled assay, 16 min; stronger effect = higher value; 1 = vehicle wells, 0 = NADH-free wells. activation factor at 20 µM. hit rate 0.005% among 190,000. AID 1229, 2008;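 active means diaphorase activity raised at least twofold by the compound at 20 µM; inactive means activation factor below 2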
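Assay system: Purified diaphorase enzyme from Clostridium kluyveri | Amount: Enzyme 0.07 U/mL final | Dosing: Compound 20 µM once, DMSO 1% | Timing: 16 min reaction at room temperature | Detection: Fluorescence, excitation 544 nm and emission 590 nm | Evaluation: Higher resorufin formation from activation or reduction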
TNAP inh hiacc = human TNAP enzyme inhibitors, primary screen, biochemical, luminescent, high phosphate acceptor level, uHTS | Alkaline phosphatase, tissue-nonspecific isozyme (Homo sapiens), P05186 | purified TNAP, CDP-star luminescence, 1 M DEA | inhibition, % at 20 µM | hit rate 0.03% among 200,000 | AID 1135, 2008;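 active means over 50% inhibition of tissue-nonspecific alkaline phosphatase at 20 µM in the single-dose screen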;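 further: plate controls were DMSO wells for no effect and EDTA-quenched wells as full inhibition for full effect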
PMI activator = activators of human PMI, primary screen, biochemical, fluorescence intensity, near-Km mannose 6-phosphate; Mannose-6-phosphate isomerase (Homo sapiens), P34949; purified human PMI, coupled resazurin fluorescence, 20 min; stronger effect = higher value; 1 = vehicle control, 0 substrate-free wells; activation factor at 20 µM; hit rate 0.005% among 190,000; AID 1214, 2008;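 active means activation factor of 2 or more at 20 µM, relative to plate controls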
Target sequence (P34949 whole entry, looked up): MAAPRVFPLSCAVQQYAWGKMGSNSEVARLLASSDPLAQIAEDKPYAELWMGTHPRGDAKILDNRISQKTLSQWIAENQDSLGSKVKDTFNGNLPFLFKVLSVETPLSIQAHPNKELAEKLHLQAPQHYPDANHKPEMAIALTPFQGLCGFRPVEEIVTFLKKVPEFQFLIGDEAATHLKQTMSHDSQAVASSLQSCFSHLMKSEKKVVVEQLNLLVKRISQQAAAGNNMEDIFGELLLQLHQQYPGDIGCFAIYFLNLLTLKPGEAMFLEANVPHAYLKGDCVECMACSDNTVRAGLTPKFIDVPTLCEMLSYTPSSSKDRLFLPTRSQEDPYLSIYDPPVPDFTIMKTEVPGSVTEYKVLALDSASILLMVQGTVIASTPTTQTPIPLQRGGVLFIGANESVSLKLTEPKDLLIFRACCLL
PMI act satM6P = human PMI activators, high substrate, primary screen, biochemical, fluorescence intensity, near-saturating mannose 6-phosphate; Mannose-6-phosphate isomerase (Homo sapiens), P34949; coupled PMI enzyme assay, resazurin fluorescence, 20 min; stronger effect = higher value; 1 = untreated enzyme, 0 = substrate-free blank; activation factor at 20 µM; hit rate 0.34% among 190,000; AID 1216, 2008;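 active means activation factor of 2 or more at 20 µM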
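Technique: Diaphorase-driven resazurin-to-resorufin fluorescence, excitation 544, emission 590 nm | Assay system: Human PMI in coupled enzyme assay | Times: Enzyme reaction with compound 20 min at room temperature | Medium: HEPES-buffered pH 7.4 with magnesium and detergent | Reagent: Mannose-6-phosphate 1.0 mM (near-saturating) plus 0.22 mM NADP+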
Lmaj promast = Leishmania major promastigote growth inhibition, primary screen | inhibition, % at 10 µM | AID 1063, 2008 | hit rate 9% among 200,000 | Leishmania major promastigotes, resazurin fluorescence viability; in the data active means inhibition above about 50%;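 further: promastigotes grown with compound for 44 hours at 28 °C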
bIAP activator = bovine intestinal alkaline phosphatase activators, primary screen, biochemical, bovine IAP, CDP-star luminescence. alkaline phosphatase, intestinal [Bos taurus]. purified bovine IAP, 30 min; stronger effect = higher value; fold of DMSO-control signal, blank-subtracted. activation factor at 20 µM. hit rate 0.17% among 200,000. AID 1016, 2008;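 active means activation factor of 2 or more at 20 µM, a signal rise over negative controls twice the positive control's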
* hit, by the source's call; x = not tested or not shown.

SMILES	bIAP inh	TNAP inh no acc	Diaphorase inh	TNAP act hiacc	Diaph act CS	TNAP inh hiacc	PMI activator	PMI act satM6P	Lmaj promast	bIAP activator
O=C(CSc1nnc(Cc2cc(=O)[nH]c(=O)[nH]2)n1-c1ccc(Cl)cc1)NC1CCCC1	9	0	11	1.1	0.9	-8	1.2	1.2	-4	0.9
Cc1cccc2cc(CN(CCc3ccccc3)C(=O)N3CCOCC3)c3nnnn3c12	6	-5	7	1	0.9	-4	1	1	-2	0.9
O=C(NC1CCCCC1)C(c1ccccc1)N1CCc2ccccc21 (stereo unspecified)	5	16	6	1	0.9	-4	1	1	50*	0.9
Cc1nn(-c2ccccc2)c(Cl)c1C(=O)Nc1nnc(C2CCCC2)s1	5	-7	2	1.1	1	-7	0.9	1	8	1
O=c1c2c3c(sc2nc2n1N=C(c1cccs1)CS2)CCCC3	8	3	-1	1.1	1	-6	1.3	1.2	-1	0.9
COC(=O)C1=C(C(=O)c2ccccc2)C(c2ccc(OC)c(OC)c2)Nc2nnnn21 (stereo unspecified)	7	5	2	1	1	0	1.1	1	-4	0.9
CC(C)N=C(NC#N)SCc1ccc(F)cc1	13	-5	22	1	0.8	-2	0.9	0.8	-5	0.9
CN(C)c1ccc(/C=N\NC(=O)CC#N)cc1	-14	-15	8	1	0.9	-5	1	0.9	-2	1.1
Cc1ccc(NC(=O)C(C)c2cccc(C(=O)c3ccccc3)c2)cc1 (stereo unspecified)	22	-5	19	1	0.8	-4	0.8	0.8	-4	0.8
CNC(=S)N1CCN(c2ccccn2)CC1	8	5	0	1	1	-4	1	1.1	27	0.9
Cc1ccc(S(=O)(=O)N2CCC(C(=O)OCC(=O)N3CC(=O)Nc4ccccc43)CC2)cc1	-12	-5	19	1	0.8	-2	0.9	0.9	-4	1.1
COc1ccc(-c2noc(CSc3ccccc3)n2)cc1OC	-5	-7	11	1	0.9	-1	0.9	0.9	-1	1
COc1ccc(-c2cc(C(=O)Nc3c(Cl)cc(Cl)cc3Cl)c3ccccc3n2)cc1OC	11	14	9	1	0.9	2	1.2	1.3	1	0.9
N/C(=N\OC(=O)CCCOc1ccccc1)c1ccc([N+](=O)[O-])cc1	0	-8	3	1	1	-3	1	1	-10	1
COc1ccccc1N1Cc2ccccc2C1	5	-3	17	1	0.8	1	1.2	1.4	91*	0.9
Cc1ccc([N+](=O)[O-])cc1NC(=O)C1CCN(S(C)(=O)=O)CC1	1	-9	12	1	0.9	-2	0.9	0.9	-3	1
O=C(c1ccc(-c2ccccc2)cc1)N1CCCC1	5	-12	18	1.1	0.8	-8	1	0.9	-3	0.9
CSc1nc2ccc(NS(=O)(=O)c3c(Cl)cccc3Cl)cc2s1	x	-11	19	1	0.8	-1	1.1	0.9	13	0.3
NS(=O)(=O)c1ccc(NC(=O)COC(=O)c2c3c(nc4ccccc24)/C(=C\c2ccc4c(c2)OCO4)CCC3)cc1	20	-12	42	0.9	0.6	8	0.9	0.6	12	0.8
O=C(CN1CCN(C(=O)c2cccs2)CC1)NC1CCCCC1	-5	-7	9	1	0.9	-2	1	1.1	10	1
Cc1ccc(-c2cc(C(F)(F)F)n3ncc(C(=O)O)c3n2)cc1	25	-6	7	1	0.9	1	1.2	1.2	3	0.8
CC(C)C(=O)Nc1cc(C(F)(F)F)ccc1-n1ccnc1	-3	-6	12	1	0.9	-2	0.9	0.9	0	1
COc1ccc(C2=C/C(=C\c3ccc(OC(C)=O)cc3)C(=O)O2)cc1	15	-2	0	1	1	3	1.4	1.5	-3	0.8
O=C(c1cccnc1)N1CCN(c2ccc3ccccc3n2)CC1	0	-9	4	1	1	1	1	1	-3	1
C1CCN(c2nc3nonc3nc2NCC2CCOCC2)CC1	-3	-7	-4	1	1	0	1	1	-2	1

Next results
SMILES	bIAP inh	TNAP inh no acc	Diaphorase inh	TNAP act hiacc	Diaph act CS	TNAP inh hiacc	PMI activator	PMI act satM6P	Lmaj promast	bIAP activator
CCOC(=O)COc1ccc(C2NC(C(=O)O)CS2)cc1 (stereo unspecified)	5	-17	12	1.1	0.9	-6	0.9	1	-6	0.9
O=S(=O)(N1CCCCC1)N1CCN(c2cc(Cl)ccc2Cl)CC1	2	-3	25	1	0.8	-2	0.9	0.9	-1	1
COc1ccccc1C(=O)N/C(N)=N/c1nc2ccccc2o1	-2	-2	21	1.1	0.8	-8	1	1	-5	1
Cc1ccc(CCN2CC(C(=O)O)CC2=O)cc1 (stereo unspecified)	32	-6	11	1	0.9	-2	1	0.9	0	0.7
O=C(NCc1ccc2c(c1)OCO2)C1CC(=O)N(c2ccc(F)cc2)C1 (stereo unspecified)	-9	-10	7	1	0.9	-2	1	0.9	-4	1.1
Cc1ccccc1/C=N\NC(=O)c1ccc(Cn2cccn2)o1	-11	-4	0	1	1	-3	1.1	1.1	-3	1.1
N#Cc1nc(COc2ccc(F)cc2)oc1N1CCCCC1	-19	-8	5	1	0.9	-3	0.9	0.9	-1	1.2
Cc1noc(C)c1COC(=O)c1ccc(N(C)C)cc1	-6	-4	-2	1	1	0	1.1	1.1	2	1.1
CC(C)NCc1c(O)c(Br)cc2oc3c(c12)CCCC3	-1	-1	26	1	0.7	-4	0.8	0.8	15	1
Cc1cc(C)cc(NC(=S)NC(=O)CCN2C(=O)c3ccccc3C2=O)c1	9	-1	13	1	0.9	4	0.8	0.9	-6	0.9
CCc1cccc2c(C(=O)COC(=O)c3ccc(O)cc3)c[nH]c12	10	4	10	1	0.9	-3	0.9	0.9	17	0.9
COCCCNC(=O)c1cn(C)c(=O)c2cc(OC)c(OC)cc12	1	-11	16	1	0.8	-4	0.9	0.9	6	1
Cc1ccc(-c2csc3ncnc(Cl)c23)cc1	8	1	14	1	0.9	-4	1	0.9	17	0.9
Cc1ccc(NC(=O)C2CCCN(C(=O)c3ccc(Cl)cc3)C2)cc1C (stereo unspecified)	-36	-15	14	1	0.9	-5	0.9	0.9	18	1.4
CCOC(=O)c1ccc(NS(C)(=O)=O)cc1	5	-12	2	1.1	1	-9	1	1.1	-6	0.9
O=C(CCCc1ccccc1)Nc1cccnc1Cl	13	-6	6	1	0.9	-2	1	1	-3	0.9
OCC1(CCOc2ccccc2)CCN(C2Cc3ccccc3C2)CC1	-4	-4	8	1	0.9	-3	0.9	1	88*	1
CCOc1cccc(OCCCCN2CCOCC2)c1	3	-12	4	1	1	-4	0.9	1	93*	1
COCCn1nnnc1CN(Cc1cccnc1)Cc1cc2cc(OC)ccc2[nH]c1=O	-1	-10	31	1.1	0.7	-6	1	0.7	-3	1
Cc1ccc(NC(=O)C(=O)NCCN2CCN(C(=O)C(c3ccccc3)c3ccccc3)CC2)cc1	7	-7	11	1	0.9	-5	1	1	4	0.9
CCNc1ccc(C(=O)OCC(=O)NCCN2C(=O)CSC2=O)cc1[N+](=O)[O-]	10	-8	-8	0.9	1.1	6	1.1	1.1	5	0.9
CCCN1CCC(NC(=O)Nc2ccc([N+](=O)[O-])cc2)CC1	2	-5	7	1.1	0.9	-7	1	1	34	1
CCCc1[nH]n(-c2ccc(F)cc2)c(=O)c1C=Nc1cccc(F)c1	-7	16	2	0.9	1	6	1.1	1	0	1.1
Brc1ccc(-c2csc(N/N=C/c3ccc4c(c3)OCO4)n2)cc1	-50	-4	-4	1	1	2	1.2	1.4	2	1.5
COC(=O)c1oc2c(c1C)C(=O)CC(C)(C)C2	-1	2	7	1	0.9	-1	1.1	1.1	-6	1

Exported with bars between the fields: part of the list above
mol | bIAP inh | TNAP inh no acc | Diaphorase inh | TNAP act hiacc | Diaph act CS | TNAP inh hiacc | PMI activator | PMI act satM6P | Lmaj promast | bIAP activator
O=C(CCCc1ccccc1)Nc1cccnc1Cl | 13 | -6 | 6 | 1 | 0.9 | -2 | 1 | 1 | -3 | 0.9
OCC1(CCOc2ccccc2)CCN(C2Cc3ccccc3C2)CC1 | -4 | -4 | 8 | 1 | 0.9 | -3 | 0.9 | 1 | 88* | 1
CCOc1cccc(OCCCCN2CCOCC2)c1 | 3 | -12 | 4 | 1 | 1 | -4 | 0.9 | 1 | 93* | 1

Next entries follow.
SMILES	bIAP inh	TNAP inh no acc	Diaphorase inh	TNAP act hiacc	Diaph act CS	TNAP inh hiacc	PMI activator	PMI act satM6P	Lmaj promast	bIAP activator
COc1ccc(-c2csc(NC(C)=O)n2)cc1OC	1	-5	-9	1	1.1	3	1.1	1.1	0	1
COC(=O)c1cn(Cc2cccnc2)c(=O)c2ccccc12	-3	-8	10	1	0.9	1	0.9	0.9	0	1
CN(C(=O)CSc1nnc2ccccn12)c1c(N)n(Cc2ccccc2)c(=O)[nH]c1=O	-4	-11	12	1	0.9	-1	0.9	1	-5	1
CC(=O)Nc1ccc(NC(=O)C2CC(=O)N(c3cccc(Cl)c3)C2)cc1 (stereo unspecified)	-21	-9	-3	1	1	-4	1.1	1	-3	1.2
CCOC(=O)N1CCN(C(=O)C2CCCN(S(=O)(=O)c3cc(C)ccc3OC)C2)CC1 (stereo unspecified)	-8	-7	1	1.1	1	-7	0.9	0.9	-6	1.1
CCCOC(=O)c1c(NC(=O)/C=C/c2cnn(C)c2C)sc(C(=O)OC)c1C	-1	-7	27	1	0.7	-3	0.8	0.9	0	1
COC(=O)c1[nH]c2cc(OC)c(OC)cc2c1NC(=O)CN1CCN(Cc2ccccc2)CC1	-3	-8	0	1	1	1	1	0.9	x	1
C/C=C/c1ccc(OCC(=O)NCc2ccccc2OC)c(OC)c1	1	-13	21	1	0.8	-2	0.9	0.9	18	1
Cc1ccccc1-n1c(C)nnc1SCC(=O)N1CCc2ccccc2C1	-63	-6	11	1	0.9	-2	0.9	0.9	50*	1.6
O=C(c1ccco1)N1C2C=CC(C2)C1(C(F)(F)F)C(F)(F)F (stereo unspecified)	2	-3	10	1	0.9	3	1	1	0	1
